NCI-60 one-dose screen, 48 h, at 10 µM unless noted. Numbers give growth in % (100 = growth as untreated, 0 = no growth, -100 = all killed).
MCF7: MCF7 breast cancer | actives 6.3% (n = 82,000) | AID 1794796
MDA-MB-231: MDA-MB-231 breast cancer | AID 1794789 | actives 5% (n = 81,000)
K-562: K-562 leukemia | actives 7.4% (n = 78,000) | AID 1794777
MOLT-4: MOLT-4 leukemia cells; actives 6.9% (n = 80,000); AID 1794779
RPMI-8226: RPMI-8226 leukemia cells; actives 7.5% (n = 77,000); AID 1794781
SR: SR leukemia cells. actives 8.7% (n = 73,000). AID 1794780
MDA-MB-468: MDA-MB-468 breast cancer | actives 8.5% (n = 78,000) | AID 2202374
MDA-MB-435: MDA-MB-435 melanoma; AID 1794794; actives 7.8% (n = 82,000)
* = called active by the depositor; x = not tested or not shown. Rule for the calls: active = growth percent below 10; inactive = the rest.

SMILES,MCF7,MDA-MB-231,K-562,MOLT-4,RPMI-8226,SR,MDA-MB-468,MDA-MB-435
Cc1ccc(NCCCN2CCN(CCCNc3ccc(C)c4sc5ccccc5c(=O)c34)CC2)c2c(=O)c3ccccc3sc12,100,96,112,106,110,120,x,101
Cc1cc(NC(=O)COc2ccc(/C=C3/SC(=O)NC3=O)cc2)no1,109,102,107,86,119,89,101,113
N#CC1=C(N)Oc2c(sc3c(Br)cccc23)C1c1ccc(F)cc1 (stereo not given),12,17,9.0*,5.4*,17,5.8*,11,-10*
O=C(NCCNCCO)c1cc([N+](=O)[O-])cc([N+](=O)[O-])c1O,102,109,102,102,97,100,103,104
CCC(=O)OC1CCC(C(C)CC)CC1 (stereo not given),93,111,101,102,108,98,97,105
CC1([N+](=O)[O-])COC(c2ccccc2)OC1 (stereo not given),99,111,103,101,109,102,103,109
CCCCCCCCCCCCCCCC(=O)OCC(O)C1OC(=O)C(O)=C1O (stereo not given),108,81,88,110,105,97,93,101
C#CCOc1ccc(CNS(=O)(=O)c2ccc(C)cc2)cc1OC,95,103,93,100,96,101,95,100
COc1ccc(-c2nc3ccccc3n2CC(=O)N=Nc2c(O)[nH]c3ccc(Cl)cc23)cc1,76,52,49,46,84,19,83,45
CCOC(=O)c1ccc(OCC)cc1O,97,109,95,101,105,98,92,110
Fc1ccc(C2=NN(c3cc(Cl)cc(Cl)c3)C(c3sc(Cl)nc3Cl)C2)cc1 (stereo not given),94,101,97,98,97,99,110,103
NC1=Nc2cc(OCCCN3CCCC3)c(OCC3CC3)cc2C12CCCC2,85,95,71,80,83,78,81,96
Cn1c(=O)c2[nH]c(SCc3cccnc3)nc2n(C)c1=S,106,99,106,92,105,93,133,94
CCOC(=O)C1CC(C)=C(C)CC1C(=O)O (stereo not given),91,103,98,92,96,87,87,111
C=CCOC(=O)CC(=O)c1ccccc1,106,82,108,128,106,133,99,104
CP(C)(=O)O[C@@H]1C(=O)N(c2cc3c4ccccc4ccc3c3ccccc23)[C@H]1c1ccc(F)cn1,67,72,55,57,61,48,68,64
COc1ccc(-c2nnc(-c3nc4ccccc4nc3Cl)o2)cc1,76,100,101,99,92,108,87,106
O=S(=O)(c1ccccc1)n1c(Cl)cc2c1-c1oncc1CC2,103,93,100,94,102,96,100,100
Cc1ccc(C(=O)Nc2ccccc2C(=O)N/N=C(\c2ccccc2)c2ccccn2)cc1,12,34,20,16,16,17,-1.1*,28
C=C(C)C1CCC(C)=CC1c1c(OC(=O)CCCCC2CCSS2)cc(CCCCC)cc1OC(=O)CCCCC1CCSS1 (stereo not given),90,102,99,85,105,75,110,100
CCN(CC)CCCNc1ccc(C)c2sc3ccccc3c(=O)c12,-67*,-12*,-7.6*,15,15,-12*,-35*,-86*
COc1ccc(/C=C/C(=O)c2ccc(NC(=O)CN3C(=O)NC(C)(c4ccccc4)C3=O)cc2)cc1 (stereo not given),4.9*,87,60,50,x,62,49,17
c1cnc2noc(Nc3ncnc4c3sc3ncccc34)c2c1,105,100,107,102,x,99,89,98
Cc1nc2ccccc2c(=O)n1-c1cccc(OCc2cn(-c3ccc(F)c(Cl)c3)nn2)c1,101,94,101,88,100,91,106,110
COc1cc2nc(NC3CC3)nc(NC3CCNCC3)c2cc1OC,89,85,90,60,98,47,84,94
CCN1C(=O)N(CC)C2C1NN=c1s/c(=C\c3ccccn3)c(=O)n12 (stereo not given),23,45,8.8*,43,23,5.3*,-27*,-62*
COc1ccc(/C=N/NC(=O)Cn2nnc3ccccc32)cc1,86,107,93,93,101,96,103,98
O=C(OCCCl)c1ccccc1C(=O)OCCCl,104,101,123,125,92,121,108,107
O=C(O)c1cc(-c2ccccc2)nc2ccc(Cl)cc12,97,98,88,62,84,70,106,109
Cc1csc(/N=C(N)/N=C(\N)c2cccc(Br)c2)n1,73,96,57,96,102,67,80,46
COc1cc(CNC(=O)CCCC/C=C/C(C)C)ccc1OCC(=O)NO,100,95,96,97,115,94,99,102
CCc1ccccc1NC(=O)c1sc2nc3c(cc2c1N)CCCC3,20,51,12,25,46,9.9*,43,1.2*
O=C1NCCN1/N=C/c1c(Cl)nc2sccn12,92,89,93,89,96,100,x,96
O=C1NN=C(c2ccccc2)C1Cc1ccccc1 (stereo not given),93,103,96,96,96,99,113,119
O=C(CCCCCCN1CC(=O)N2[C@@H](c3ccc(Cl)s3)c3[nH]c4ccccc4c3C[C@H]2C1=O)NO,15,44,28,11,17,15,31,24
COc1cn(CC(=O)O)c(=NC(=O)c2ccc(Cl)cc2)s1,95,102,98,105,103,100,x,107
CCOC(=O)c1sc(NC(=O)c2ccc(OC)cc2)nc1C,96,81,x,85,92,64,96,67
CCCNC(=O)c1ccc(-n2c(=O)[nH]c3ccccc3c2=O)cc1,94,103,92,104,107,92,93,101
C=CC(CO)OCC(CC)CC (stereo not given),106,106,119,108,95,96,92,117
CC1(C)[C@@H](OC2CC(O)C(O)C(CO)O2)CC[C@]2(C)[C@H]3C(=O)C=C4[C@@H]5C[C@@](C)(C(=O)O)CC[C@]5(C)CC[C@@]4(C)[C@]3(C)CC[C@@H]12 (stereo not given in full),97,107,99,100,96,110,109,101
CCC(=O)c1sc(Nc2ccc(Cl)cc2C)nc1N,84,89,x,97,95,104,102,106
COc1ccc(/C=C/C(=O)c2cccc(O)c2)cc1,45,103,80,92,31,81,99,99
CCN(CC)C(=O)Cn1ccc(NC(C)=O)nc1=O,102,107,98,116,104,99,94,105
COc1cc(CN(CCC(O)c2ccc(Cl)cc2)Cc2ccccc2)cc(OC)c1OC (stereo not given),x,66,81,69,63,x,31,98
O=C1NC(CCc2nc3ccccc3c(=O)[nH]2)C(=O)Nc2ccccc21 (stereo not given),85,85,108,94,113,98,90,105
Clc1ccc(Nc2cccc(-c3[nH]nc4ncccc34)c2)cc1,72,91,63,63,59,x,54,94
Fc1ccc(Nc2nc3nonc3nc2Nc2ccc(F)cc2)cc1,3.7*,-21*,9.0*,-8.0*,6.6*,7.2*,-4.4*,5.7*
O=c1[nH]c2ccccc2n1C1=CCNCC1,100,99,102,x,x,x,x,115
CC1C(c2ccccc2)=Nn2c(=O)n(-c3ccccc3)c(=O)n21 (stereo not given),94,96,98,98,94,96,103,99
CCN(CC)c1ccc(N2C(=O)/C(=C/c3cccs3)SC2=S)cc1,90,91,94,98,97,95,x,95
CC(C)CNc1c(F)cc(C(=O)NC2CCCCC2)c(F)c1F,92,89,68,85,78,83,88,90
CCOCCN(Cc1ccc(CN(CCOCC)C(=O)C(Cl)Cl)cc1)C(=O)C(Cl)Cl,88,102,106,102,106,165,x,89
N#CCCCCCn1c2ccccc2c2c3c(c4c5ccccc5n(CCCCCC#N)c4c21)C(=O)N(O)C3=O,72,32,80,74,38,43,88,91
Cc1nn(C)c(=S)[nH]c1=S,99,105,94,86,92,90,100,111
O=c1cc(N/N=C/c2ccc(Cl)cc2)c2cc(Cl)ccc2[nH]1,68,75,67,77,79,102,69,67
O=C(Nc1ccccc1)C1CN(Cc2ccc[nH]2)CCS1 (stereo not given),91,103,95,90,96,89,84,93
O=C(O)CC(NC(=O)Cc1ccc(C(F)(F)F)cc1)c1cccc(Cl)c1 (stereo not given),94,99,102,106,99,93,95,99
OCC(O)C(O)CC1SCCS1 (stereo not given),103,114,83,85,122,103,x,105
O=C(Cc1ccccc1)NCO,99,103,88,94,103,92,106,95
[2H]c1c([2H])c(-n2cc3cccc(C(N)=O)c3n2)c([2H])c([2H])c1C1CCCNC1 (stereo not given),67,73,80,82,86,35,81,94

(listing goes on)
SMILES,MCF7,MDA-MB-231,K-562,MOLT-4,RPMI-8226,SR,MDA-MB-468,MDA-MB-435
C/C(=C/c1ccc(Cl)cc1)C(=O)O,103,101,99,94,100,92,101,95
CN1CCc2c(sc3ncnc(N/N=C/c4ccc(N(C)C)cc4)c23)C1,83,98,94,103,103,96,94,98
CNC(=O)c1cc(Oc2ccc(NC(=O)Nc3ccc(Cl)c(OC4CCCCC4)c3)c(F)c2)ccn1,28,69,17,24,20,42,16,45
N#CC1=C(N)OC(C2CC2)=C(C#N)C1c1ccco1 (stereo not given),90,x,106,103,106,x,102,100
Nc1nc(N)nc(Oc2ccccc2)n1,96,119,105,100,95,100,103,102
O=C(COc1ccc(Cl)cc1Cl)OCCCOc1ccc(Cl)cc1Cl,91,111,95,103,102,97,105,112
Cc1ccc(S(=O)(=O)N(Cc2ccccc2)c2ccccc2C(N)=O)cc1,94,116,113,x,x,97,99,113
COc1ccc(-c2cc(-c3ccc(Cl)cc3)c(C#N)c(=O)n2CCCCCC(=O)NO)cc1,84,92,99,93,101,100,74,100
Cc1ccc(S(N)(=O)=O)cc1C,101,101,105,99,97,101,91,105
C=C(CN=[N+]=[N-])[C@@H]1CC[C@]2(COC(C)=O)CC[C@]3(C)[C@H](CC[C@@H]4[C@@]5(C)CCCNC(C)(C)[C@@H]5CC[C@]43C)[C@@H]12,73,83,36,43,45,x,61,84
CC(=O)Oc1ccc(NC(=O)c2cccc(N3C(=O)CCC3=O)c2)cc1,101,119,89,94,97,79,99,105
O=c1[nH]c(=S)[nH]cc1Oc1ccc(Br)cc1,85,111,97,82,105,73,111,101
COc1nc2c(c(=O)[nH]1)C1(C(=O)N(Cc3ccccc3)c3ccccc31)c1c(nc(OC)[nH]c1=O)N2,100,107,120,x,116,121,97,106
CCC1S/C(=N\N=C(/C)c2cc3ccccc3o2)N(c2ccccc2)C1=O (stereo not given),162,85,80,-81*,65,15,x,107
CN1CCN(c2ccc(-c3cc4c(Nc5ccc(F)c(Cl)c5)ncnn4c3)cc2)CC1,45,91,0.6*,34,13,x,8.0*,76
COc1cc(C2N(c3cc(Cl)cc(Cl)c3)NC(=O)[C@@H]3CCCN23)cc(OC)c1OC (stereo not given in full),78,100,100,103,100,99,108,105
Cc1ccc2nc(Nc3nc(C)c(C(=O)Nc4ncccn4)c(-c4ccc(F)cc4)n3)sc2c1,103,76,90,76,82,79,104,91
O=C1NC(=NCc2ccccc2)NC1(c1ccccc1)c1ccccc1,98,119,97,93,x,82,114,109
CCC/C=C/C=C/C(=O)N[C@@H](Cc1cc(F)cc(F)c1)C(=O)N[C@@H]1C(=O)N2CCC[C@H]2C(=O)N2CCCC[C@H]2C(=O)N[C@@H](C)C(=O)N2C[C@H](C)C[C@H]2C(=O)O[C@H]1C,15,29,18,35,-0.7*,27,-0.5*,17
O=C1c2cccc3c(-c4ccc(Cl)cc4)ccc(c23)C(=O)N1c1nc2ccccc2s1,91,83,96,108,93,100,112,106

In the list so far, these contain a nitro group on carbon.
SMILES,MCF7,MDA-MB-231,K-562,MOLT-4,RPMI-8226,SR,MDA-MB-468,MDA-MB-435
O=C(NCCNCCO)c1cc([N+](=O)[O-])cc([N+](=O)[O-])c1O,102,109,102,102,97,100,103,104
CC1([N+](=O)[O-])COC(c2ccccc2)OC1 (stereo not given),99,111,103,101,109,102,103,109

Back to the main list, starting three compounds before the break.
SMILES,MCF7,MDA-MB-231,K-562,MOLT-4,RPMI-8226,SR,MDA-MB-468,MDA-MB-435
O=C1NC(=NCc2ccccc2)NC1(c1ccccc1)c1ccccc1,98,119,97,93,x,82,114,109
CCC/C=C/C=C/C(=O)N[C@@H](Cc1cc(F)cc(F)c1)C(=O)N[C@@H]1C(=O)N2CCC[C@H]2C(=O)N2CCCC[C@H]2C(=O)N[C@@H](C)C(=O)N2C[C@H](C)C[C@H]2C(=O)O[C@H]1C,15,29,18,35,-0.7*,27,-0.5*,17
O=C1c2cccc3c(-c4ccc(Cl)cc4)ccc(c23)C(=O)N1c1nc2ccccc2s1,91,83,96,108,93,100,112,106
CC1(C)N=C(N)N=C(N)N1c1cccc(OCCCOc2cccc(NC(=O)CBr)c2)c1,102,107,105,96,95,98,93,104
O=S(=O)(O)c1nc(-c2ccccc2)c(-c2ccccc2)[nH]1,101,97,125,101,101,110,95,97
Cc1ccc(S(=O)(=O)NCCCNc2nccc(-c3[nH]c(-c4ccccc4)nc3-c3ccc(F)c(O)c3)n2)cc1,74,71,30,39,54,34,34,18
CC(=O)c1sc(Nc2nc(O)c(C3=c4cc(OC(F)(F)F)ccc4=NC3=O)s2)nc1C,92,98,101,87,88,98,101,107
COc1ccc(/C=C/C(=O)c2ccc(NC(=O)CSc3nnc(-c4cc(OC)c(OC)c(OC)c4)o3)cc2)cc1,-31*,-81*,-52*,-26*,-44*,-60*,-61*,-39*
COc1ccc(Cl)cc1NC(=O)c1cc2c([nH]1)-c1nc(NC(=O)C(C)(C)C)sc1CCC2,86,93,77,58,74,71,100,90
O=C(Nc1ccc([N+](=O)[O-])cc1)C(c1ccccc1)c1ccccc1,75,90,72,68,59,91,96,90

6 entries from above, set out differently:
Results follow in this order: MCF7	MDA-MB-231	K-562	MOLT-4	RPMI-8226	SR	MDA-MB-468	MDA-MB-435
- COc1ccc(Cl)cc1NC(=O)c1cc2c([nH]1)-c1nc(NC(=O)C(C)(C)C)sc1CCC2
→ 86	93	77	58	74	71	100	90
- O=C(Nc1ccc([N+](=O)[O-])cc1)C(c1ccccc1)c1ccccc1
→ 75	90	72	68	59	91	96	90
- CC1(C)N=C(N)N=C(N)N1c1cccc(OCCCOc2cccc(NC(=O)CBr)c2)c1
→ 102	107	105	96	95	98	93	104
- COc1ccc(/C=C/C(=O)c2ccc(NC(=O)CSc3nnc(-c4cc(OC)c(OC)c(OC)c4)o3)cc2)cc1
→ -31*	-81*	-52*	-26*	-44*	-60*	-61*	-39*
- O=S(=O)(O)c1nc(-c2ccccc2)c(-c2ccccc2)[nH]1
→ 101	97	125	101	101	110	95	97
- Cc1ccc(S(=O)(=O)NCCCNc2nccc(-c3[nH]c(-c4ccccc4)nc3-c3ccc(F)c(O)c3)n2)cc1
→ 74	71	30	39	54	34	34	18
